Compound activity from PubChem BioAssay.
Jurkat NFkB inh – lowers PMA/ionomycin-induced NF-kB signal in Jurkat cells | PMA/ionomycin-induced NF-kB luciferase reporter, luminescence | actives 0.53% (n = 330,000) | AID 435003 | inhibition, % at 4 µM; in the data active = inhibition above about 50%
CCR6 antag – blocks CCL20-driven beta-arrestin recruitment at human CCR6. P51684. CHO-K1 CCR6 PathHunter beta-arrestin, luminescence, CCL20-stimulated. inhibition, % at 20 µM. actives 0.49% (n = 340,000). AID 493098;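 active = compounds whose inhibition of the agonist-driven luminescence signal at 20 µM reaches about 50%, limit read from the data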;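 also: cells stimulated with CCL20 at 14 nM final; plate controls were DMSO with CCL20 for no effect and DMSO without agonist for full effect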
Target sequence (P51684 whole entry, looked up): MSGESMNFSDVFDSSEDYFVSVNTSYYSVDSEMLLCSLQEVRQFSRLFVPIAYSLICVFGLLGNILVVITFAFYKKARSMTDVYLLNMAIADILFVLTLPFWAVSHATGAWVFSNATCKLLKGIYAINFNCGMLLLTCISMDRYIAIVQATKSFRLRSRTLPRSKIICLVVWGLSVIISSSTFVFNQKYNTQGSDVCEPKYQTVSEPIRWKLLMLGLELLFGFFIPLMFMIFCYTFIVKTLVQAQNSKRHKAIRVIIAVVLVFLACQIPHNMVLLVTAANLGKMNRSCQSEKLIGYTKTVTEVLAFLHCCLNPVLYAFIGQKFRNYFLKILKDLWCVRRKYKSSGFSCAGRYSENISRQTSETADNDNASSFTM
CXCR6 block – blocks human CXCR6 beta-arrestin recruitment; actives 0.36% (n = 360,000); CHO-K1 PathHunter CXCR6 beta-arrestin, luminescence; inhibition, % at 20 µM; O00574; AID 602244; in the data active = inhibition above about 34%, passing the limit was not always enough;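 also: antagonist mode with CXCL16 agonist at 10 nM final; 0% = 10 nM CXCL16 with DMSO and 100% = unstimulated wells without agonist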
Target sequence (O00574 whole entry, looked up): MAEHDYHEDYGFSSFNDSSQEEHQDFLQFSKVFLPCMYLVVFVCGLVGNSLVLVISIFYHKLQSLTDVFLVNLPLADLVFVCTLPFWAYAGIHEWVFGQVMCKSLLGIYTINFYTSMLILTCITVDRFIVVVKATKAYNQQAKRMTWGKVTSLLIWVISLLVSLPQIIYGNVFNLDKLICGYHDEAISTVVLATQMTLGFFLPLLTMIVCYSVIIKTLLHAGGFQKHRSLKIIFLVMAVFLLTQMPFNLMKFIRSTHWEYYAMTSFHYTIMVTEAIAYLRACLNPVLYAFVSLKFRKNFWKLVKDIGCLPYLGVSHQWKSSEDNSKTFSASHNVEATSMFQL
APJ antagonist – APJ receptor antagonism. CHO-K1 APJ beta-arrestin complementation, luminescence. inhibition, % at 20 µM. actives 0.32% (n = 330,000);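 active = inhibition above about 40% at 20 µM, limit read from the data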;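 also: cells challenged with 10 nM apelin-13 agonist together with compound; plate controls were apelin-13 plus DMSO wells for no effect and DMSO wells lacking apelin-13 for full effect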
Target sequence (P35414 whole entry, looked up): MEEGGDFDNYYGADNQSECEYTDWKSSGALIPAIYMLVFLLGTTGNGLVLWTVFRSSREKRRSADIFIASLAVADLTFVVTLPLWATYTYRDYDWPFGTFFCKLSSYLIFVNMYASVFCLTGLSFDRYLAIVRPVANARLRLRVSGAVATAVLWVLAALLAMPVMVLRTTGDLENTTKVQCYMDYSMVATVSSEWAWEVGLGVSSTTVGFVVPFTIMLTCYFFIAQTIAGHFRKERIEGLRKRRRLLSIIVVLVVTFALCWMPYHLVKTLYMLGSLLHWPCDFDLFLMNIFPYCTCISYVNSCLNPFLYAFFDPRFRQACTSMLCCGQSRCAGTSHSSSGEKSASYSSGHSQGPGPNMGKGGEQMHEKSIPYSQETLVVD
697 NFkB inh – lowers PMA/ionomycin-induced NF-kB signal in 697 B cells; 697 B-cell NF-kB luciferase reporter, 16 h; inhibition, % at 4 µM; actives 0.33% (n = 330,000); AID 435022; in the data active = inhibition above about 35%
Gli-Sufu antag – Gli-Sufu pathway antagonism. actives 0.74% (n = 340,000). inhibition, % at 5 µM. Sufu-KO-LIGHT fibroblasts, Gli luciferase reporter luminescence. AID 588413;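 active = inhibition above about 55%, limit read from the data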;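 also: 0% = DMSO-treated cells and 100% = wells with medium but no cells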
UBC13 inh – inhibitors of human UBC13 polyubiquitin chain formation. TR-FRET. P61088. inhibition, % at 20 µM. actives 0.47% (n = 330,000). AID 485273; in the data active = inhibition above about 45%, passing the limit was not always enough
EBI2 antag – blocks human EBI2 receptor beta-arrestin signaling; P32249; EBI2 beta-arrestin recruitment, luminescence, 7a,25-OHC stimulated; inhibition, % at 5 µM; actives 0.81% (n = 360,000); AID 651636; in the data active = inhibition above about 38%;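 also: enzyme fragment complementation signal reports receptor beta-arrestin coupling in cells; 0% = agonist plus DMSO wells and 100% = wells without agonist; some results beyond the cut were filed as inactive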
Active calls of the source: *; . = no result given.

SMILES | Jurkat NFkB inh | CCR6 antag | CXCR6 block | APJ antagonist | 697 NFkB inh | Gli-Sufu antag | UBC13 inh | EBI2 antag
CCOC(=O)/C(=C\c1cccc(O)c1)c1nc2sc(C)c(C)c2c(=O)[nH]1 | 9 | 30 | 26 | 17 | 12 | -4 | 67* | 13
Cc1cc(NC(=O)/C(C#N)=C/c2ccco2)n(-c2ccccc2)n1 | -7 | 38 | 15 | 18 | -12 | -7 | -8 | 10
COc1ccc(C2C3=C(CC(C)(C)CC3=O)Oc3ncn(CCCn4ccnc4)c(=N)c32)cc1 (centres undefined) | -10 | -1 | -4 | -5 | -11 | 10 | -8 | -14
CCc1cccc(CC)c1NC(=O)c1cccc(S(=O)(=O)N2CCN(C)CC2)c1 | -9 | 3 | 4 | -7 | 9 | 1 | 4 | 8
CCOCc1c(C(=O)OCC(=O)NCc2ccc(F)cc2)oc2ccccc12 | 0 | -2 | 0 | -1 | 18 | 10 | -4 | 4
COC(=O)CCCNC(=O)c1ccc(OS(=O)(=O)c2cc([N+](=O)[O-])ccc2C)cc1 | -1 | 9 | -7 | -73 | 22 | -12 | -2 | -11
COc1ccc2c(c1OC)C(=O)OC2Nc1nc2ccccc2s1 (centres undefined) | -5 | 9 | -10 | -2 | 2 | -5 | -6 | 1
CCn1c(SCC(=O)NNC(=O)c2ccc(C)cc2)nnc1C(C)C | 8 | 11 | -4 | 13 | 6 | 13 | 9 | 12
CC(=O)c1sc(NC(=O)C2COc3ccccc3O2)nc1C (centres undefined) | -30 | 2 | 10 | 14 | -115 | -60 | 4 | -6
Cc1ccc(C)c(N(Cc2cc3ccc(C)cc3[nH]c2=O)C(=O)c2ccco2)c1 | -9 | 20 | 1 | -28 | -3 | 0 | 9 | -9
Cc1nccn1CC(=O)c1ccc(O)c(O)c1 | -5 | 4 | -1 | 13 | -1 | -6 | 8 | -2
C=CCc1ccc(OCCOc2cccc3cccnc23)c(OC)c1 | 0 | 20 | 8 | -3 | 0 | 1 | 14 | 19
N#Cc1c(-c2ccccc2)c(-c2ccccc2)n[nH]c1=O | -2 | 2 | 2 | -1 | -48 | 23 | 5 | -11
CC1Cc2ccccc2N1C(=O)c1cnc2ccccn2c1=O (centres undefined) | -6 | -7 | 6 | -6 | 2 | -1 | -5 | -13
CC(C)c1ccc(NC(=S)NNC(=O)C2CC2)cc1 | -2 | 21 | 12 | 17 | -6 | 4 | 6 | 1
CC1CCC2(CC1)NC(=O)N(Cc1nnc(-c3cccs3)o1)C2=O (centres undefined) | -2 | 0 | -2 | 7 | 8 | -20 | -6 | -13
CC(SCC(=O)Nc1ccccc1)c1nc2ccccc2c(=O)[nH]1 (centres undefined) | -13 | 0 | 3 | 4 | -17 | 21 | -4 | -5
O=C1/C(=C\c2ccncc2)CCc2ccccc21 | 3 | 7 | -5 | -66 | -15 | 8 | 2 | -58
Cc1cccc(NC(=O)N(Cc2cc3cc(C)cc(C)c3[nH]c2=O)CC2COCCO2)c1 (centres undefined) | -18 | 21 | 7 | -37 | 11 | 2 | -2 | 10
Cn1c(SCC(=O)Nc2cc(S(=O)(=O)N3CCOCC3)ccc2N2CCOCC2)nnc1-c1ccncc1 | 1 | 4 | 6 | 6 | -5 | -2 | -2 | -1
Cc1ccc(NC(=O)CSc2nnc(CNC(=O)c3ccco3)n2C)cc1C | 4 | 3 | 2 | 7 | 8 | -3 | 3 | 9
COc1ccc(C(CNC(=O)c2cc3c(s2)CCCC3)N2CCOCC2)cc1 (centres undefined) | -3 | -9 | 3 | -27 | -20 | 18 | -8 | 5
O=C(NS(=O)(=O)c1ccccc1)c1cccc(Br)c1 | 6 | -3 | 3 | 3 | 17 | 6 | 1 | 5
O=C(O)c1cc(NN=Nc2cccc([N+](=O)[O-])c2)cc([N+](=O)[O-])c1 | 7 | 27 | 8 | 8 | -1 | 1 | 11 | 1
S=C(NCCCn1ccnc1)NC1CCCCC1 | 11 | -3 | -6 | -3 | 21 | -34 | 4 | -6
O=C(O)c1ccccc1NN=C1CCCCC1 | -9 | 3 | -4 | 12 | 2 | 1 | 5 | 1
Cn1c(NC(=O)c2ccc(F)c(F)c2)cc(=O)n(C)c1=O | -4 | 3 | -3 | 5 | -2 | 2 | -2 | 0
Cc1cc(NC(=O)C2CCCCC2)n(-c2nc3ccccc3[nH]2)n1 | 10 | 34 | 31 | 19 | -18 | -2 | -6 | -6
Cc1cc(C)cc(N(CCC#N)C(=O)COC(=O)c2nc3nc(C)cc(C)n3n2)c1 | -8 | 11 | -2 | 0 | 4 | -1 | -1 | -1
CC(C(=O)OCC(=O)c1ccccc1)N1C(=O)C2C3CCC(C3)C2C1=O (centres undefined) | 2 | 6 | -15 | 4 | -17 | 3 | -2 | 2
COc1ccc(-c2onc(C)c2-c2cnn(-c3ccccc3)c2)c(O)c1 | 6 | 3 | 10 | -7 | 20 | 21 | 4 | 4
O=C(NCc1ccccn1)c1cccc(S(=O)(=O)Nc2ccc(SC(F)F)cc2)c1 | 14 | -5 | -9 | 12 | -15 | -12 | -2 | 1
CCOc1ccccc1NC(=O)c1nnn(CC(=O)Nc2ccc3c(c2)OCO3)c1N | 2 | 16 | 2 | 11 | -3 | -7 | -6 | -15
C=CCNC(=O)c1onc(CSc2cccc(OCC)c2)c1C(=O)O | 5 | 4 | 1 | 10 | 15 | 1 | -7 | -11
O=C(c1ccc(=O)n(Cc2ccccc2)n1)N1CCN(C/C=C/c2ccccc2)CC1 | -17 | 20 | 2 | 0 | -30 | 13 | -8 | 14
CCn1c(SCC(=O)c2c[nH]c3ccccc23)nc2cc(S(=O)(=O)N3CCOCC3)ccc21 | 5 | -7 | -9 | -16 | 10 | 13 | 2 | 11
COc1ccc(S(=O)(=O)N2CCN(C)CC2)cc1 | 1 | 1 | 3 | -1 | -19 | 3 | 15 | -18
CC(=O)c1ccc(OCc2cc(C(=O)NC3CCCCC3)no2)cc1 | -39 | -2 | -6 | -9 | -43 | -15 | -2 | 7
O=C(c1ccccc1F)N1CCN(CC2CC3C=CC2C3)CC1 (centres undefined) | 11 | -9 | -13 | 20 | 13 | 11 | 2 | -3
Clc1ccc(C2[C@H]3CN(Cc4cccnc4)[C@H](c4ccccc4)C34CC2(c2ccccc2)C4)cn1 (some centres undefined) | -25 | 12 | . | -12 | 6 | 2 | -11 | .
Cc1cc(C)c(C#N)c(SCC(O)COc2ccc(Br)cc2)n1 (centres undefined) | 13 | 8 | 5 | -16 | -16 | 3 | 4 | 65*
COC(=O)c1ccc(COc2ccccc2/C=C(\C#N)C(=O)Nc2c(C)cccc2C)cc1 | -5 | 3 | -14 | -32 | -3 | 10 | 0 | 4
CCCNC(=O)c1cc(-c2ccc3c(c2)OCO3)on1 | -60 | -1 | 7 | -4 | -94 | -33 | 4 | 12
CCOc1ccc(NC(=S)Nc2cc(-c3ccccc3)[nH]n2)cc1 | -23 | 0 | -3 | 10 | 23 | -17 | 6 | 42*
CCC1(c2ccc(Cl)cc2)NC(=O)N(Cc2ccc(C(=O)OC)cc2)C1=O (centres undefined) | 13 | 9 | -12 | 5 | 7 | 1 | 3 | 14

With a hit mark in EBI2 antag (from the list above):
| molecule | Jurkat NFkB inh | CCR6 antag | CXCR6 block | APJ antagonist | 697 NFkB inh | UBC13 inh | EBI2 antag |
| --- | --- | --- | --- | --- | --- | --- | --- |
| Cc1cc(C)c(C#N)c(SCC(O)COc2ccc(Br)cc2)n1 (centres undefined) | 13 | 8 | 5 | -16 | -16 | 4 | 65* |
| CCOc1ccc(NC(=S)Nc2cc(-c3ccccc3)[nH]n2)cc1 | -23 | 0 | -3 | 10 | 23 | 6 | 42* |

More entries:
SMILES | Jurkat NFkB inh | CCR6 antag | CXCR6 block | APJ antagonist | 697 NFkB inh | Gli-Sufu antag | UBC13 inh | EBI2 antag
CC(C)Oc1cccc(C(=O)C2CCCN(C(=O)c3csnn3)C2)c1 (centres undefined) | -3 | -1 | 2 | 2 | 13 | 0 | 3 | -2
CCn1c(=O)n(CC(=O)NCC2CCCO2)c(=O)c2c3c(sc21)CCCC3 (centres undefined) | 3 | -3 | 0 | -4 | 1 | -1 | 4 | -9
COc1ccc(OC)c(NC(=O)CSc2nnc(N)s2)c1 | 1 | -4 | -5 | -2 | 4 | -5 | 2 | 4
CCCc1c(C)nn(C(=O)/C(C#N)=N/Nc2ccccc2[N+](=O)[O-])c1C | 1 | 23 | 12 | 10 | 2 | 0 | -9 | 8
c1ccc(C2Nc3ccccc3-c3nc4ccccc4n32)nc1 (centres undefined) | -41 | 9 | -6 | -3 | -57 | -8 | 14 | -2
O=C(COC(=O)C1CCN(c2ccc(C(F)(F)F)cn2)CC1)NC1CCCCC1 | 2 | 13 | 2 | 15 | 11 | -7 | -5 | -6
CC(C)(C)OC(=O)NNC(=O)c1ccc(Cl)cc1 | -5 | -2 | -7 | -8 | -12 | -8 | 1 | -9
O=C(c1cc2ccccc2c(=O)o1)N1CCCc2ccccc21 | 4 | 7 | 3 | 25 | 18 | -18 | -2 | 0
Cc1cc2c(SCC(=O)NCC3CCCO3)ncnc2s1 (centres undefined) | 8 | 10 | -3 | -8 | 7 | -6 | 2 | -3
CCn1c(SCC(=O)N2CCCCC2)nc2c(c1=O)SC(C)C2 (centres undefined) | 14 | 11 | -6 | 12 | -4 | 11 | -9 | -4
CC1(c2ccccc2Cl)NC(=O)N(CC(=O)NCc2ccco2)C1=O (centres undefined) | 15 | -2 | -8 | 4 | 5 | -4 | 1 | 9
COc1ccc(N2CCN(C(=O)CSc3nnc(-c4cccnc4)n3-c3ccc(F)cc3)CC2)cc1 | -10 | 6 | 5 | 23 | 18 | 6 | 1 | 2
CCN(Cc1ccccc1)C(=O)c1cccc(S(=O)(=O)N2CCN(c3ccccc3)CC2)c1 | 8 | 21 | 6 | 1 | 1 | 20 | 6 | 7
CCOC(=O)N1CCN(C(=O)Cn2ccc3c(OC)cccc3c2=O)CC1 | -6 | 2 | 4 | -3 | 11 | 54 | 2 | 3
Cc1ccc(CC(=O)N2CCN(c3ccccc3F)CC2)cc1 | 1 | 8 | 4 | 0 | 6 | -11 | 1 | 8
CCOc1ccc2nc(COC(=O)c3ccco3)c(C(C)=O)[n+]([O-])c2c1 | -3 | -8 | -14 | 7 | 2 | -6 | 2 | 1
Cc1cc(C)nc(/N=C2\NC(=O)CC(C(=O)O)N2c2ccc(Cl)cc2)n1 (centres undefined) | -3 | -2 | 0 | -65 | 9 | 9 | -2 | 4
NS(=O)(=O)c1ccc(NC(=S)Nc2ccc(C(=O)N3CCCCC3)cc2)cc1 | -2 | 6 | 2 | 14 | -8 | 2 | 0 | 6
COc1cc(C#Cc2c(-c3cncn3C)n(C)c3ccc(Br)cc23)cc(OC)c1 | 19 | -14 | 0 | -10 | 11 | -1 | 46* | -9
COC(=O)N/N=C\c1c(C)[nH]n(-c2ccccc2)c1=O | -12 | 5 | -3 | -9 | -6 | 2 | -10 | -14
CCN1C(=O)[C@@H]2[C@@H](c3ccc(-c4ccc(C(C)=O)cc4)c(OC)c3)N3CCC[C@@]3(C(=O)OC)[C@@H]2C1=O | -13 | 1 | -1 | -6 | -3 | -1 | 4 | 3
COC(=O)CCC(=O)Oc1ccc(OC(=O)CCC(=O)OC)cc1 | 7 | . | . | 17 | -32 | . | -5 | .
Cc1ccc(NC(=O)c2cn(-c3cccc(C)n3)cn2)cc1 | -110 | -2 | 4 | 8 | -86 | -94 | 5 | 3
O=C(NC(NC(=S)Nc1cccc(C(=O)O)c1)C(Cl)(Cl)Cl)OCc1ccccc1 (centres undefined) | 13 | 4 | -4 | 2 | 15 | 2 | 1 | -16
O=C(Nc1ccccc1)N1CCc2scc[n+]2-c2ccccc21 | 1 | 6 | -2 | -11 | -10 | 8 | 1 | -13
O=C(O)C1CC=CCC1C(=O)NNc1c(Cl)cc(Cl)cc1Cl (centres undefined) | 6 | -5 | 4 | 6 | -2 | 1 | -3 | 3

Grouped by structure, the compounds so far containing a nitro group on carbon (3)
SMILES | Jurkat NFkB inh | CCR6 antag | CXCR6 block | APJ antagonist | 697 NFkB inh | Gli-Sufu antag | UBC13 inh | EBI2 antag
COC(=O)CCCNC(=O)c1ccc(OS(=O)(=O)c2cc([N+](=O)[O-])ccc2C)cc1 | -1 | 9 | -7 | -73 | 22 | -12 | -2 | -11
O=C(O)c1cc(NN=Nc2cccc([N+](=O)[O-])c2)cc([N+](=O)[O-])c1 | 7 | 27 | 8 | 8 | -1 | 1 | 11 | 1
CCCc1c(C)nn(C(=O)/C(C#N)=N/Nc2ccccc2[N+](=O)[O-])c1C | 1 | 23 | 12 | 10 | 2 | 0 | -9 | 8
